Screening results deposited in PubChem BioAssay by several laboratories.
MCL1 BIM primary: inhibitors of MCL1 binding to BIM-BH3, primary screen, biochemical, fluorescence polarization | AID 2057, 2009 | inhibition, % at 10.9 µM | GST-MCL1 / FITC-Bim-BH3 fluorescence polarization | 320,000 compounds, 0.68% hits;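 active means inhibition above the mean inhibition of all tested compounds plus 3 SD, set per campaign, cut at about 40% in these data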;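 further: 0% = DMSO wells and 100% = unlabeled Bim-BH3 peptide control; higher means more loss of mP so more displacement of Bim peptide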
Target sequence (Q07820 whole entry, looked up): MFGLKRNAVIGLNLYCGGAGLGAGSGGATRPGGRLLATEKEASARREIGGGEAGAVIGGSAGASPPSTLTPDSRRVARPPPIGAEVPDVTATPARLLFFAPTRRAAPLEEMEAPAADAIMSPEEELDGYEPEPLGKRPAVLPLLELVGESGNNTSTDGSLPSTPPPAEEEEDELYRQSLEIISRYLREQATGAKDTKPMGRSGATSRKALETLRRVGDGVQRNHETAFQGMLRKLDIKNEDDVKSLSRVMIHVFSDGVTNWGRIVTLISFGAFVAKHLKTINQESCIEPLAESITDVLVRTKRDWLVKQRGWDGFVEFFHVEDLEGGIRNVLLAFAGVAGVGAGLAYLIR
AGP1-GFP MLPCN: modulators of AGP1-GFP expression in yeast TOR pathway, primary screen, cell-based, multiplex flow cytometry, S. cerevisiae, MLPCN library; GFP response vs DMSO, % at 10 µM; 3 h; GFP as percent of DMSO wells; 320,000 compounds, 0.02% hits;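 active means GFP response relative to DMSO above a set limit, near screen average plus 3 SD, cut at about 150% in these data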;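 further: median GFP channel fluorescence of the gated AGP1 strain per well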
GLD-1 TGE inh: GLD-1/TGE RNA complex disruptors, primary screen, biochemical, fluorescence polarization | Female germline-specific tumor suppressor gld-1 (Caenorhabditis elegans), Q17339 | purified GLD-1 + fluorescein TGE RNA | inhibition, % at 5.96 µM | 320,000 compounds, 0.44% hits;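 active means percent inhibition above a per-plate cutoff, the plate mean of test compounds plus 3 SD, cut at about 30% in these data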;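 further: 0% = DMSO wells with GLD-1 and probe and 100% = wells lacking GLD-1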
Target sequence (Q17339 whole entry, looked up): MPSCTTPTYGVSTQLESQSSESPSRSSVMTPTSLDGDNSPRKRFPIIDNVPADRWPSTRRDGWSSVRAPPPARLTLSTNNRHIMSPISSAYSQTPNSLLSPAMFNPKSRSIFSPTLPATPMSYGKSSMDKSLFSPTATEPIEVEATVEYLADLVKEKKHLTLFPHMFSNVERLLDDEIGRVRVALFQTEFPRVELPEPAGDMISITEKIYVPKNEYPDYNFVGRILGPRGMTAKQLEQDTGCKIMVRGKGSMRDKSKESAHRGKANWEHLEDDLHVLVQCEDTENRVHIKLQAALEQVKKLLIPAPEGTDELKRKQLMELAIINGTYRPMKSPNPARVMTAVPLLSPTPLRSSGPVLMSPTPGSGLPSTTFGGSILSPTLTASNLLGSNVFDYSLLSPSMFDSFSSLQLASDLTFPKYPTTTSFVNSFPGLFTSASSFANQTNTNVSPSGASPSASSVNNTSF
MEX-5 binding: MEX-5 zinc finger RNA-binding disruptors – biochemical, C. elegans, fluorescence polarization, MLPCN library, primary screen | 300,000 compounds, 0.38% hits | MEX-5/FITC-TCR2 RNA binding; active compounds read low | activity score (negative = inhibition of binding), % at 10 µM | Zinc finger protein mex-5 (Caenorhabditis elegans), Q9XUB2;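 active means inhibition past about -25% in most replicates, and total fluorescence under double the plate's negative control median, limit read from the data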;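 further: 0% = DMSO and -100% = 5 µM competing unlabeled TCR2 RNA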
BCLXL inh: inhibitors of human Bcl-xL, primary screen, biochemical, fluorescence polarization, HTS | inhibition, % at 10.9 µM | GST-Bcl-xL / FITC-Bim BH3 peptide fluorescence polarization | Bcl-2-like protein 1 (Homo sapiens), Q07817 | 320,000 compounds, 0.7% hits;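 active means inhibition above the mean of all tested compounds plus 3 SD, cutoff set per campaign, cut at about 30% in these data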;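 further: 0% = DMSO wells and 100% = unlabeled Bim-BH3 peptide competitor; inhibitors lower millipolarization by displacing the labeled peptide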
Target sequence (Q07817 whole entry, looked up): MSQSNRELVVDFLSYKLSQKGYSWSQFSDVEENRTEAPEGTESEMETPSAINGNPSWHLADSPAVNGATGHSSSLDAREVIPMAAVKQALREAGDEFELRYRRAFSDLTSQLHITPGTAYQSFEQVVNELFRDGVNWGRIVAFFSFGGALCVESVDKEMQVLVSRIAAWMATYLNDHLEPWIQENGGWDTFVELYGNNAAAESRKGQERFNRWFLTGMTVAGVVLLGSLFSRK
GRK2 aptamer HTS: compounds blocking aptamer binding on GRK2 – biochemical, human GRK2, bead flow cytometry, HTS, primary screen; Beta-adrenergic receptor kinase 1 (Homo sapiens), P25098; FAM-aptamer displacement from GRK2; inhibition of aptamer binding, % at 10 µM; 330,000 compounds, 0.59% hits;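 active means inhibition of aptamer binding above 40%, roughly 3 SD of noise, on plates passing a quality check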;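 further: median bead fluorescence of bound FAM aptamer so fluorescent compounds give negative values; no value below 0 was filed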
VLA-4 inh: inhibition in human VLA-4 binding assay, primary screen, VLA-4 allosteric modulator project, MLPCN library, flow cytometry, VLA-4 expressing cells. 330,000 compounds, 0.2% hits. inhibition, % (about 7 µM as worked out from the volumes in the protocol). ligand binding flow cytometry; in the data active means inhibition above about 50%
CR mimetic SO: reduction of superoxide in aged yeast, primary screen, HTS. superoxide response (% of plate mean), % at 10 µM. S. cerevisiae aged cells, superoxide DHE fluorescence; active compounds read low. 330,000 compounds, 0.18% hits;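 active means superoxide response under a set limit, about three screen SD below normal, cut at about 65% in these data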;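 further: yeast aged for seven days with compound at 30 °C before DHE staining; 100% = average MFI of all compound-treated wells on the plate with controls excluded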
CIT2 TOR yeast: modulators of CIT2-GFP expression in yeast, primary screen, S. cerevisiae, GFP fusion, multiplex flow cytometry, MLPCN library. GFP response vs DMSO, % at 10 µM. S. cerevisiae CIT2-GFP strain, 3 h; 100 means same as DMSO wells. 320,000 compounds, 0.065% hits;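 active means GFP response relative to DMSO above a set limit, near the screen mean plus 3 SD, cut at about 150% in these data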;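 further: ratio of well median GFP fluorescence to mean of DMSO wells on the plate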
Numbers without * were called inactive; i = inactive; · = not tested or not shown; + = active, no number; [ ] = remark or other dose.

The opening two records as a preview:
SMILES | MCL1 BIM primary | AGP1-GFP MLPCN | GLD-1 TGE inh | MEX-5 binding | BCLXL inh | GRK2 aptamer HTS | VLA-4 inh | CR mimetic SO | CIT2 TOR yeast
O=C(NN1C(=O)c2cc(Br)ccc2NC1c1cc(Br)cc(Br)c1O)c1ccncc1 (stereo not given) | 5 | 104 | -7 | -1.4 | 14 | 0 | -16 | 81 | 98
O=C(CN1CCOCC1)NC1CC2CCC1C2 (stereo not given) | 7 | · | 1 | 1.1 | 1 | 3 | 1 | 99 | 93

Results, from the start:
SMILES | MCL1 BIM primary | AGP1-GFP MLPCN | GLD-1 TGE inh | MEX-5 binding | BCLXL inh | GRK2 aptamer HTS | VLA-4 inh | CR mimetic SO | CIT2 TOR yeast
O=C(NN1C(=O)c2cc(Br)ccc2NC1c1cc(Br)cc(Br)c1O)c1ccncc1 (stereo not given) | 5 | 104 | -7 | -1.4 | 14 | 0 | -16 | 81 | 98
O=C(CN1CCOCC1)NC1CC2CCC1C2 (stereo not given) | 7 | · | 1 | 1.1 | 1 | 3 | 1 | 99 | 93
CC(=O)Nc1ccc(N(C(=O)c2ccco2)C(C(=O)NC2CCCC2)c2ccc(N(C)C)cc2)cc1 (stereo not given) | 0 | 94 | 3 | -1.1 | 1 | 0 | 0 | 91 | 92
COc1ccc(CNC(=O)Cn2nc(-c3ccc4c(c3)OCCO4)ccc2=O)cc1 | -2 | 96 | 7 | -0.8 | -3 | 0 | 5 | 101 | 100
CC1CC1C(=O)OCC(=O)Nc1ccc(S(=O)(=O)N2CCOCC2)cc1 (stereo not given) | · | 99 | -6 | · | · | 2 | 0 | 94 | 100
Cc1cc(=O)[nH]c(-c2cccnc2)n1 | -9 | 107 | 5 | -0.9 | -1 | 1 | 11 | 93 | 107
Brc1cccc(/C=N/Nc2nc(N3CCCCC3)nc(N3CCCCC3)n2)c1 | 5 | 102 | 0 | 0.6 | 2 | 0 | -3 | 106 | 99
CCOC(=O)/C=c1\s/c(=C\c2ccc(C(F)(F)F)cc2)c(=O)n1CC(=O)NCc1ccco1 | -28 | 95 | -17 | -4.2 | -13 | 1 | 9 | 109 | 99
CC1CCCN(Cc2c(O)ccc3c4c(c(=O)oc23)CCCC4)C1 (stereo not given) | 4 | 92 | 3 | 2.9 | 8 | 3 | 10 | 105 | 79
COC(=O)C1=C(SC)N(c2ccccc2)C(c2ccccc2)CC1=O (stereo not given) | 6 | 105 | 4 | -1.4 | 7 | 0 | 10 | 104 | 101
O=C1N(Cc2ccccc2)c2ccccc2C12OCCO2 | -1 | 104 | 5 | -0.6 | 5 | 3 | -4 | 100 | 100
O=C(NCCO)C(=O)Nc1cc2c3c(c1)CC(=O)N3CCC2 | 3 | 104 | -2 | -1.4 | 4 | 2 | 2 | 99 | 104
Cc1cc(C)n(CC(=O)N2CCCC(N3CCN(c4ccccc4C)CC3)C2)n1 (stereo not given) | -3 | 102 | 3 | -2.0 | 0 | 0 | 6 | 100 | 98
N#CCOc1ccc2oc(-c3ccco3)cc(=O)c2c1 | -2 | 91 | -4 | -0.6 | -2 | 6 | 3 | 93 | 95
Cc1ccc(/C(O)=C2/C(=O)C(=O)OC2c2ccc(Cl)cc2)cc1 (stereo not given) | 2 | 98 | 3 | 0.4 | 4 | 0 | 17 | 107 | 103
CCOc1ccc(OCCOC(=O)CN(C)S(=O)(=O)c2ccc(NC(C)=O)cc2)cc1 | -24 | 103 | 2 | -2.3 | -8 | 0 | 23 | 93 | 96
O=C1C(Cl)=C(Nc2ccc(F)cc2)C(=O)N1CCc1ccccc1 | -7 | 99 | 4 | -7.7 | 2 | 0 | -11 | 91 | 97
Cc1ccc(-c2cnn(-c3cccc([N+](=O)[O-])c3)c2N)cc1 | 5 | 95 | 14 | -0.2 | 8 | 0 | -4 | 101 | 93
O=C(/C=C\N1CCOCC1)c1ccc(Br)cc1 | 12 | 85 | 3 | -2.3 | 3 | 4 | -2 | 88 | 83
COc1ccc(OC)c(N(CC(=O)N2CCN(Cc3ccccc3)CC2)S(C)(=O)=O)c1 | 11 | 104 | 3 | 0.4 | 10 | 0 | 10 | 107 | 113
O=C(O)c1ccccc1NC(=O)N1CCOCC1 | 2 | 103 | 5 | 1.4 | 0 | 4 | -9 | 109 | 88
COc1ccc(-n2c(COc3cccc4ccccc34)nnc2SCC#N)cc1 | -2 | · | 2 | -1.7 | -1 | 0 | 10 | 103 | 101
CN(C)S(=O)(=O)c1ccc(C(=O)OCC(=O)Nc2cccnc2Cl)cc1 | -3 | 98 | -3 | -2.8 | -6 | 0 | 11 | 125 | 98
Cc1ccc(NC(=O)NN2CCOCC2)cc1 | 8 | 102 | 4 | 0.2 | 3 | 2 | 4 | 109 | 106
O=C(C1=C(O)C(=O)N(c2ncccn2)C1c1cccs1)c1ccco1 (stereo not given) | 117* | 88 | 110* | -42* | 94* | 3 | -13 | 94 | 91
CCC1(c2ccccc2)NC(=O)N(CC(=O)Nc2ccc(S(=O)(=O)Nc3ncccn3)cc2)C1=O (stereo not given) | -4 | 96 | 5 | -0.5 | -4 | 0 | 30 | 94 | 100
COc1cc(OC)cc(C(=O)NC(C(=O)NNC(=O)c2cc(Cl)ccc2OC)C(C)C)c1 (stereo not given) | -2 | 111 | -1 | · | -1 | 3 | 1 | 84 | 101
CC1=Nc2ccc(Br)cc2C(c2ccccc2)N1CC(=O)NN (stereo not given) | 3 | 97 | 5 | 1.3 | 4 | 0 | 25 | 85 | 91
COCCn1c(N)c(Sc2ccc(C)cc2)c(=O)[nH]c1=O | 9 | 94 | 1 | 0.4 | 9 | 0 | -4 | 102 | 98
Cc1cccc(N(CC(=O)N2CCN(c3ccccc3F)CC2)S(C)(=O)=O)c1 | -1 | 97 | 8 | 1.2 | 5 | 0 | 3 | 115 | 98
CN(C)S(=O)(=O)N1CCC(Oc2cccc(C(=O)N3CCSCC3)c2)CC1 | 10 | 101[may fluoresce green] | -1 | -0.6 | 13 | 2 | 14 | 103 | 102[may fluoresce green]
N#C/C(=C\c1c(Oc2ccccc2F)nc2ccccn2c1=O)C(=O)NC1CCS(=O)(=O)C1 (stereo not given) | 11 | 99 | -1 | -1.5 | 10 | 3 | -4 | 88 | 103
O=C(C[C@@H]1C/C=C\C[C@H](Cc2ccc(F)cc2)C(=O)OC[C@@H](c2ccccc2)NC1=O)NCCO | · | 93 | 6 | · | · | 0 | 3 | 111 | 90
COCCn1c(SCC(=O)Nc2ccc(F)cc2)nc2ccccc2c1=O | 10 | 96 | -2 | -2.1 | 3 | 1 | 0 | 91 | 105
O=C(COC(=O)C12CC3CC(CC(Br)(C3)C1)C2)NNC(=O)c1ccccc1 | 3 | 102 | 2 | · | -2 | 0 | 14 | 96 | 97
O=C(NS(=O)(=O)Oc1ccc(F)c(Cl)c1)OC[C@@H]1CCCN2CCCCC12 (stereo not given in full) | 1 | 96 | 1 | 0.9 | 0 | 0 | -3 | 114 | 98
CC(C)CCNC(=O)CN(C(=O)CCC(=O)Nc1ccccn1)c1ccc2c(c1)OCCO2 | 3 | 104 | 7 | 1.0 | 8 | 4 | -4 | 92 | 106
C/C(=N\NC(=O)CN(c1ccccc1Br)S(C)(=O)=O)c1cccs1 | 0 | 90 | 4 | 0.5 | -2 | 1 | 4 | 102 | 102
COC(F)(C(=O)Nc1ccc2c(c1)C(=O)NC2=O)C(F)(F)F (stereo not given) | 7 | 106 | 2 | 2.9 | 8 | 0 | 8 | 96 | 102
C=C1CCN(c2ccc(C(=O)NCc3ccc(C)cc3)cc2[N+](=O)[O-])CC1 | 2 | 79 | 4 | 0.8 | -1 | 2 | 15 | 100 | 65
COc1cc(NC(=O)Nc2ccccc2)c(OC)cc1NC(=O)CN1CCCCC1 | -6 | 86 | 4 | 0.8 | 0 | 2 | 0 | 99 | 89
CC(=O)c1cccc(NC(=O)CCn2c(=O)oc3ccccc32)c1 | -8 | 98 | -3 | 1.1 | -4 | 0 | 4 | 95 | 96
CCC(=O)Nc1ccc(-c2nnc(SCC(=O)Nc3nccs3)n2C)cc1 | -22 | 110 | 8 | -3.1 | -11 | 0 | 4 | 105 | 104
O=C(NCCCN1CCOCC1)c1cccc(S(=O)(=O)N2CCOCC2)c1 | -16 | +[may fluoresce green] | -2 | · | 2 | 0 | i | 100 | +[may fluoresce green]
CC(=O)Nc1ccc(N2C(=O)CSC2c2c(F)cccc2Cl)cc1 (stereo not given) | -6 | 92 | -3 | 4.1 | 1 | 0 | 5 | 97 | 117
O=C(c1ccc(Cl)c([N+](=O)[O-])c1)N(Cc1cccc(Cl)c1)C1CCS(=O)(=O)C1 (stereo not given) | 4 | 97 | 3 | 1.2 | 1 | 1 | 11 | 90 | 97
CCN(CC)CCn1c(NCc2ccccn2)nc2ccccc21 | 0 | 108 | 4 | 1.3 | -1 | 0 | 5 | 101 | 116
COc1ccccc1Nc1nc(C)cc(=O)[nH]1 | 9 | 104 | 3 | -1.0 | 5 | 2 | 2 | 103 | 102
CC(C)C(C(=O)NCC1CCCO1)N(C(=O)CNS(=O)(=O)c1ccc(F)cc1)c1ccccc1 (stereo not given) | -1 | 102 | 7 | 2.5 | 2 | 0 | 3 | 101 | 105
COc1ccc(C(=O)NC(=S)Nc2cccnc2)cc1[N+](=O)[O-] | 42* | 98 | 1 | -1.5 | 27 | 0 | 2 | 48* | 96
Remaining list, next part.
SMILES | MCL1 BIM primary | AGP1-GFP MLPCN | GLD-1 TGE inh | MEX-5 binding | BCLXL inh | GRK2 aptamer HTS | VLA-4 inh | CR mimetic SO | CIT2 TOR yeast
CC(=O)c1ccc(NC(=O)c2ccccc2Sc2ncnc3sc(C)c(C)c23)cc1 | 4 | 105 | -6 | 0.6 | 2 | 0 | -1 | 87 | 101
O=C(C1=C[C@H](c2ccccc2)C[C@H](OCc2ccc(CO)cc2)O1)N1CCN(Cc2ccccc2)CC1 | 10 | · | 1 | -2.2 | 8 | · | · | · | ·
COc1ccccc1NS(=O)(=O)NC(=O)c1cn(C)c2ccccc12 | 3 | 105 | 11 | -0.6 | 6 | 1 | 7 | 151 | 106
Cc1cc(N2CCCC2)ccc1NC(=O)CN1C(=O)NC2(CCCCC2)C1=O | 2 | 101 | 8 | 0.0 | 2 | 0 | 3 | 98 | 88
CCN=C1SC(C(=O)Nc2cccc(C(=O)O)c2)CC(=O)N1CC (stereo not given) | 1 | 91 | -4 | -1.4 | 3 | 3 | -8 | 92 | 88
CCN(CC)S(=O)(=O)c1cc(NC(=O)C2CC(=O)N(Cc3ccccc3)C2)ccc1Cl (stereo not given) | -3 | 107 | 10 | · | -7 | 0 | 35 | 110 | 101
Cc1ccc(-c2ccc(S(=O)(=O)N3CC(C)OC(C)C3)cc2)cc1 (stereo not given) | 4 | 102 | 6 | -7.0 | -2 | 3 | 9 | 100 | 110
CC(=O)N1CCCc2cc(S(=O)(=O)N3CCN(c4ccccn4)CC3)ccc21 | 7 | 102 | 8 | 1.5 | 1 | 0 | -6 | 93 | ·
COc1ccc(CNC(=O)CN2CCN(c3ccccc3)CC2)cc1 | 2 | 107 | 2 | 2.7 | -2 | 0 | 33 | 101 | 107
